Screens (PubChem)
Rat MKP-3 inhibitors = MKP-3 phosphatase inhibitors, primary screen, biochemical, rat enzyme, in vitro (AID 425) | recombinant MKP-3 phosphatase activity, fluorescence; higher % means a stronger effect | inhibition, % at 20 µM, or IC50 in µM where a hit was titrated | actives 0.17% (n = 110,000); in the data active = inhibition above about 50%;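 note: plate controls were vehicle for no effect and reference inhibitor for full effect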
Hsp70 inhibitors = Hsp70 inhibitors, probe displacement, primary screen, biochemical, fluorescence polarization (AID 583). Hsp70 fluorescence polarization probe displacement, mP; higher % means a stronger effect. displacement, % at 20 µM; hits with a dose series show IC50 in µM. actives 0.06% (n = 140,000); in the data active = displacement above about 50%;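 note: plate controls were vehicle for no effect and reference ligand for full effect; a part of the inactive calls stands beside numbers as strong as those of hits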
* marks the source's active call; other numbers are inactive results; x = not tested or not shown; & = joins results of further samples. A portion of the library (hit frequency here may not be typical).

| Structure | Rat MKP-3 inhibitors | Hsp70 inhibitors |
| --- | --- | --- |
| CCOC(=O)c1c(C)[nH]c(C)c1C(=O)COC(=O)[C@@H]1CCCN1S(=O)(=O)c1ccc(Cl)cc1 | x | 5.9% |
| COc1ccc(CCNC(=O)c2ccc(Cl)c(Cl)c2)cc1OC | 4.3% | -1.6% |
| COc1ccc(S(=O)(=O)CCC(=O)Nc2ccc(OC)cc2OC)cc1 | x | 1.3% |
| O=[N+]([O-])c1cccc(S(=O)(=O)Nc2ccc(Cl)c(Cl)c2)c1 | 4.6% | -1.4% |
| Fc1cccc(NCc2ccoc2)c1 | -3.3% | 1.7% |
| CCCC(=O)Nc1ccc(NC(=O)Cc2ccccc2)cn1 | -6.2% | 6.3% |
| CCCS(=O)(=O)N1CCC(C(=O)N2CCCC2)CC1 | -1.7% | 0.4% |
| Oc1c(C=C2N=c3ccccc3=N2)sc(=S)n1-c1cccc(C(F)(F)F)c1 | -0.5% | 2.1% |
| CCOc1ccc(Cc2c(O)nc(SC)n(-c3ccccc3)c2=O)cc1 | 1.5% | -6.8% |
| Cc1coc(C)c1C(=O)CC1(O)C(=O)N(Cc2ccccc2)c2ccccc21 (configuration not stated) | 0.5% | -3.3% |
| O=C(O)c1ccc(NS(=O)(=O)/C=C/c2ccccc2)cc1 | -13.0% | -0.2% |
| Cc1nnc(NC(=O)C(C)Oc2ccc3c(C)cc(=O)oc3c2)s1 (configuration not stated) | -12.9% | 2.0% |
| COc1ccc(-c2csc(/C(C#N)=C\c3sccc3C)n2)cc1 | 0.9% | -13.1% |
| NC1=NC(=O)/C(=C/c2ccc(OS(=O)(=O)c3cccc([N+](=O)[O-])c3)cc2)S1 | 3.3% | -3.4% |
| COc1ccccc1NC(=O)c1cccc(S(=O)(=O)N2CCOCC2)c1 | -10.2%&-0.4% | -1.1%&5.9% |
| COc1ccc(CNC(=O)CN(c2cccc(OC)c2)S(C)(=O)=O)cc1 | -4.1% | 4.2% |
| O=C(CN1CCCCC1)Nc1ccc(F)c(Cl)c1 | 4.8% | 2.3% |
| O=C(COC(=O)C1CC(=O)N(c2ccc(Cl)cc2)C1)c1ccccc1 (configuration not stated) | 0.6% | 4.3% |
| COc1ccc(-c2nc(C#N)c(NCCN(C)C)o2)cc1 | -4.9% | -4.0% |
| O=C1c2ccccc2NC2CCCCCN12 (configuration not stated) | -2.1% | 0.2% |
| O=C(O)C1C2C=CC(O2)C1C(=O)Nc1ccc(S(=O)(=O)Nc2ccccc2)cc1 (configuration not stated) | -10.4% | -4.4% |
| CC1CSc2ccccc2NC1=S (configuration not stated) | x | -2.0% |
| COc1ccc(/C=C/C(=O)c2ccc3c(c2)OCCO3)cc1OC | 0.9% | 3.3% |
| O=S(=O)(NC12CC3CC(CC(C3)C1)C2)c1ccc(F)cc1 | x | -4.1% |
| O=C(Nc1ccc(Cl)cc1C(O)c1ccccc1)c1cnn2c1NC(c1ccccc1)CC2C(F)(F)F (configuration not stated) | 5.8% | -1.5% |
| COc1ccc(OC)c(N=C(C)C2=C(O)CSC2=O)c1 | -2.4% | 0.5% |
| O=C1CCCC(O)=C1C=Nc1ccc(O)cc1 | -9.1% | 5.8% |
| COc1ccc(-c2nc(SC)n(C)c(=O)c2C#N)cc1OC | -2.7% | -1.1% |
| Cc1ccc(C(=O)CS(C)(=O)=O)cc1 | -11.2% | 2.3% |
| CSC1=NCCN1C(=O)c1cccc(Br)c1 | 7.0% | 1.3% |
| Cn1c(=O)c2c(-c3ccccc3)n(CCCN3CCOCC3)cc2n(C)c1=O | -2.1% | -1.3% |
| N#Cc1nc(-c2ccco2)oc1N1CCN(c2ccccc2)CC1 | 1.8% | 2.5% |
| CC(C)(C)C1CCc2onc(C(=O)Nc3cccnc3)c2C1 (configuration not stated) | 3.4% | 5.4% |
| COC(=O)CCC(=O)Nc1sc2c(c1C#N)CCCC2 | -4.5% | -5.5% |
| Cc1ccc2nc(-c3sc4nc(C)ccc4c3N)[nH]c2c1 | x | -7.0% |
| COC(=O)C1=C(C)OC(N)=C(C#N)C1c1ccccc1F (configuration not stated) | -8.7% | -3.3% |
| Cn1c(=O)oc2cc(S(=O)(=O)N3CCN(Cc4ccc5c(c4)OCO5)CC3)ccc21 | 5.8% | 0.6% |
| Cc1cc(=O)c2ccccc2[nH]1 | -3.9% | -2.5% |
| COC(=O)/C=C1\Nc2cc([N+](=O)[O-])ccc2NC1=O | 5.2% | -2.6% |
| CC1CCN(c2nc(-c3ccncc3)nc3ccccc23)CC1 | 0.1% | 2.1% |
| COCCNCC(=O)NC12CC3CC(CC(C3)C1)C2 | -11.0% | -9.7% |
| COc1cc(N=c2ssnc2Cl)cc(OC)c1OC | 8.5% | -4.0% |
| Cc1cc(C)c(S(=O)(=O)Nc2cccc3nsnc23)c(C)c1 | 5.8% | 4.8% |
| O=C(Nc1nncs1)c1ccc2c(c1)OCO2 | 2.5% | 2.0% |
| CC1CCN(CC(=O)Nc2sc3c(c2C#N)CCC3)CC1 | 3.1% | -0.1% |
| Cc1cc(C)n(-c2ccc(C(=O)Nc3ccccc3N3CCOCC3)cc2)n1 | -9.2% | 4.0% |
| FC(F)(F)c1ccc(-c2nnc3ccc4ccccc4n23)cc1 | 3.5% | 0.5% |
| Cc1ccc(-c2cc3nc(C)cc(NCc4ccco4)n3n2)cc1 | -7.2% | -7.1% |
| COc1ccc(Cn2c(=O)c3c(nc(NCCO)n3C)n(C)c2=O)cc1 | -6.9% | 4.6% |
| NC(=O)C1CCN(C(=O)c2cnn(-c3ccccc3)c2NC(=O)c2cccc(F)c2)CC1 | 0.5% | -0.2% |
| C/C=C(\C)CN1CCN(c2cc(C)ccc2C)CC1 | -2.8% | 3.1% |
| NC(=S)NN=C1c2cc(S(=O)(=O)NCc3ccco3)ccc2-c2ccc(S(=O)(=O)NCc3ccco3)cc21 | -0.3% | -2.1% |
| O=C(CC(c1ccccc1)S(=O)(=O)c1ccccc1)c1ccccc1 (configuration not stated) | -1.3% | -4.8% |
| Clc1ccc(C=NN2CCN(Cc3ccccc3Cl)CC2)cc1Cl | 2.1% | 1.8% |
| O=c1c2ccccc2nc(CSc2nnnn2-c2ccccc2)n1-c1ccccc1 | 2.3% | -3.8% |
| Nn1c(SC/C=C/c2ccccc2)nnc1-c1ccccn1 | -7.5% | 4.4% |
| CCCNC(=O)C(F)(F)C(F)(F)C(=O)NCCC | 0.7% | -0.7% |
| O/N=C/c1cn(-c2ccccc2)nc1-c1ccc(F)cc1 | 2.5% | -0.3% |
| O=C1c2ccccc2C(=O)c2c1cccc2S(=O)(=O)Nc1ccc(Cl)cc1 | 1.6% | 3.6% |
| CCCCn1c(CCCNC(=O)CC)nc2ccccc21 | 1.9% | -3.3% |

(cont.)
| Structure | Rat MKP-3 inhibitors | Hsp70 inhibitors |
| --- | --- | --- |
| COc1ccc(C2CC(C(F)(F)F)n3ncc(C(=O)NCC4CCCO4)c3N2)cc1OC (configuration not stated) | 2.1% | x |
| Cc1[nH]c2ccccc2c1C(c1ccccn1)N1CCC(C)CC1 (configuration not stated) | x | -3.1% |
| CCOC(=O)N1CCC(NC(=O)Cc2ccc(-n3c(=O)[nH]c4ccccc4c3=O)cc2)CC1 | -1.0% | 0.2% |
| Cc1cc(C)cc(NC(=O)c2ccc(Cn3nc(C)c(Cl)c3C)o2)c1 | x | -1.6% |
| CN(c1ccc(OCC(=O)Nc2ccc3[nH]c(=O)[nH]c3c2)cc1)S(=O)(=O)c1ccc(Cl)cc1 | x | 4.2% |
| Cc1ccc(C(=O)C2CCN(CC(=O)Nc3ccc(N(C)C)cc3)CC2)cc1 | -2.5% | 0.9% |
| COc1cc(NC(=O)COc2ccc(Cl)cc2Cl)ccc1NC(=O)c1ccco1 | 8.4% | 1.9% |
| COc1ccc(-n2nnnc2SCC(=O)NCCc2ccc(OC)c(OC)c2)cc1 | 0.2% | -0.3% |
| Cc1ccc(S(=O)(=O)N(C)CC(=O)Nc2nc3ccccc3s2)cc1 | -5.7% | -1.3% |
| O=C(Cc1coc2ccc3ccccc3c12)N1CCCC1 | -4.5% | 5.5% |
| CC(C)OCCCn1c(=S)[nH]c2ncccc2c1=O | 4.6% | -0.5% |
| CC(=O)c1ccc(NC(=O)CSc2nnc(-c3ccoc3C)n2Cc2ccccc2)cc1 | -9.6% | -0.6% |
| O=C(NC1CCS(=O)(=O)C1)C1CCCCN1S(=O)(=O)c1ccc(Cl)cc1 (configuration not stated) | -9.7% | 1.4% |
| CCCCCCn1cnn2c(=O)cc(C)nc12 | -1.8% | -2.6% |
| COc1ccccc1-c1c(C(F)(F)F)oc2cc(OC(=O)c3ccccc3C)ccc2c1=O | -1.1% | 2.2% |
| COc1cc(/C=N/Nc2nc(N3CCOCC3)nc(N3CCOCC3)n2)ccc1OC(=O)c1ccco1 | -0.7% | 1.7% |
| Cc1cc(NC(=O)c2cccc(S(=O)(=O)N3CCCCCC3)c2)n(-c2ccccn2)n1 | -14.5% | 4.9% |
| CCC(C)NS(=O)(=O)c1ccc(Br)cc1 (configuration not stated) | 0.8% | 1.3% |
| COc1ccc(NC(=O)Cc2nc3ccccc3[nH]2)cc1 | -8.3%&2.3% | 5.4%&-3.7% |
| CC(C)[C@H](NC(=O)NCCc1ccccc1)C(=O)O | x | 3.4% |
| CCc1nc2ccccc2c(C(=O)O)c1C | x | 3.0% |
| COCCn1c(C)cc(C(=O)COc2nc3ccccc3nc2C)c1C | 2.0% | -2.1% |
| Fc1cccc(Nc2nc(-c3ccncc3)nc3ccccc23)c1 | -0.6% | 4.9% |
| Cc1ccc(S(=O)(=O)N(CC(=O)N2CCOCC2)CC(=O)N2CCOCC2)cc1 | -0.8% | 2.3% |
| COc1cc(NS(=O)(=O)c2cc(Cl)ccc2Cl)c2ncccc2c1 | -0.3% | -0.1% |
| C/C(CC(=O)NC12CC3CC(CC(C3)C1)C2)=N\NC(=O)c1ccc(-c2ccccc2)cc1 | 0.3% | -0.7% |
| COC(=O)C1=C(C)N(C)C(=O)NC1c1ccc(O)c(OC)c1 (configuration not stated) | -0.2% | -1.9% |
| CCc1ccccc1OCCCNC(C)(C)C | -0.7% | 0.1% |
| CNC(=O)CSc1nnnn1-c1ccc(C)cc1C | 1.5% | 0.7% |
| CCCCC(=O)Nc1ccccc1C(=O)N1CCOCC1 | x | 1.2% |
| CCN(CC)CCOc1c(C)cc(C)cc1Cl | 3.9% | -3.4% |
| CC(C)=C1C2C=CC1C1C(=O)N(c3cccc(Br)c3)C(=O)C21 (configuration not stated) | -0.4% | 0.9% |
| CC1=C(C(=O)OC(C)C)C(c2cccc(Br)c2)C2=C(CCCC2=O)N1 (configuration not stated) | -1.2% | 5.7% |
| CC1CCN(C(=O)N[C@@H](Cc2ccccc2)C(=O)O)CC1 | -7.5% | 5.5% |
| Cc1cc(C)c(NC(=O)CN2CCOCCOCCOCCOCC2)c(C)c1 | x | 5.1% |
| COc1ccc(C2C(C(N)=O)=C(C)Nc3nc(-c4cccc(Cl)c4)nn32)cc1OC (configuration not stated) | -4.4% | -3.8% |
| O=C(CSc1nnc(NC(=O)C2CC2)s1)Nc1ccc(F)cc1 | -12.1% | 6.0% |
| CO/N=C\Cc1oc(=O)c(NC(=O)c2ccccc2)cc1C(=O)OC | x | -4.5% |
| C=CCN=C(NC#N)SCC(=O)NCc1ccccc1 | -3.6% | 0.2% |
| CCOC(=O)c1c(NC(=O)c2ccccc2C)sc2c1CC(C)(C)OC2 | 4.0% | -1.7%&3.4% |
| O=C(Nc1cccc(C(F)(F)F)c1)c1ccc([N+](=O)[O-])o1 | -2.8% | 2.9% |
| Cc1cc(NC(=O)c2cc(-c3ccncc3)nc3c(C)cccc23)no1 | 3.1% | -2.3% |
| Cc1cc(C)nc(NC(=O)CCC(=O)O)c1 | -0.4% | -6.4% |
| O=C(Nc1ccc2ccccc2c1)C1CC(=O)N(c2ccccc2)C1 (configuration not stated) | 3.3% | -4.5% |
| CCSc1nc(-c2ccc(OC)cc2)ccc1C#N | -1.6% | -4.8% |
| NC(=O)C1(N2CCCCC2)CCN(C(=O)c2cccs2)CC1 | -9.0% | -4.0% |
| Cc1ccc(S(=O)(=O)N2C(=O)CC[C@@H]2C(=O)N2CCn3c4c(c5cc(C)ccc53)CCCC42)cc1 (some centres not stated) | -2.0% | 0.7% |
| COc1ccccc1CCNC(=O)C1CCCO1 (configuration not stated) | 1.2% | -4.7% |
| O=C(COc1ccc2ccccc2c1)Nc1nc2ccccc2[nH]1 | x | 1.2% |
| COc1cccc(OCCOc2cccc(/C=N/n3cnnc3)c2)c1 | -2.8% | 2.4% |
| CC(C)c1ccccc1NC(=O)C1CC1 | -1.6% | -4.1% |
| CCOC(=O)C1CCN(C(=O)Cc2ccccc2OC)CC1 | -0.9% | 1.7% |
| COc1ccccc1N(C(=O)Cn1nnc2ccccc21)C(C(=O)NCc1ccco1)c1ccc(C)o1 (configuration not stated) | 0.1% | -3.5% |
| O=C(c1ccccc1Br)N1C(=O)c2ccccc2S1(=O)=O | -1.6% | -1.7% |
| Clc1ccc(OCCSc2nnnn2-c2ccccc2)cc1 | -4.2% | 3.1% |
| O=C(CN1C2=NCCCN2c2ccccc21)c1cccs1 | 2.8% | -0.4% |
| CC(C)OC(=O)c1nnn(-c2nonc2N)c1CN1CCCCCC1 | 8.9% | 3.5% |
| CCCCN1C(=O)C2ON(c3ccccc3C)C(c3ccco3)C2C1=O (configuration not stated) | -2.6% | 3.1% |
| O=C1c2cccc3cccc(c23)C(=O)N1CCOc1ccccc1Cl | 1.1% | 4.6% |

By substructure: the entries above containing a nitro group on carbon
| Structure | Rat MKP-3 inhibitors | Hsp70 inhibitors |
| --- | --- | --- |
| O=[N+]([O-])c1cccc(S(=O)(=O)Nc2ccc(Cl)c(Cl)c2)c1 | 4.6% | -1.4% |
| NC1=NC(=O)/C(=C/c2ccc(OS(=O)(=O)c3cccc([N+](=O)[O-])c3)cc2)S1 | 3.3% | -3.4% |
| COC(=O)/C=C1\Nc2cc([N+](=O)[O-])ccc2NC1=O | 5.2% | -2.6% |
| O=C(Nc1cccc(C(F)(F)F)c1)c1ccc([N+](=O)[O-])o1 | -2.8% | 2.9% |
